# UPR CHOP act: activators of apoptotic CHOP UPR arm, primary screen, cell-based, CHO-CHOP luciferase reporter, luminescence, uHTS; AID 449763, 2010; activation, % at 10 µM; UPR activation; percent of tunicamycin response over DMSO baseline; 330,000 tested, 0.34% active;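 active means at 10 µM dose, activation of 40% or more, normalized to positive control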;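 further: 100% = tunicamycin at 10 µg/mL and 0% = DMSO alone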
#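 System: CHO CHOP reporter cells. Amount: 500 cells per well. Buffer or medium: F12 medium, 10% FBS. Compound dosing: one dose, 10 µM in 0.5% DMSO. Incubation: 6 h compound exposure at 37 °C after overnight seeding. Technique: Steady-Glo luciferase luminescence. Benchmarks: tunicamycin and DMSO controls.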
# tim23-1 inh: growth inhibitors of tim23-1 mutant yeast, primary screen, luminescence, uHTS | inhibition, % at 20 µM | AID 463212, 2010 | S. cerevisiae tim23-1 growth, BacTiter-Glo luminescence, 24 h | 330,000 tested, 1.3% active;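 active means growth inhibition of the mutant yeast at or above 50%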;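 further: temperature-sensitive mutant grown at 25 °C; plate controls were DMSO-treated mutant yeast for no effect and medium wells lacking yeast for full effect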
# APJ agonist: agonists of human apelin receptor APJ, primary screen, CHO-K1 cells, PathHunter beta-arrestin, luminescence. activation, % at 20 µM. 330,000 tested, 0.11% active. 0% DMSO wells, 100% apelin;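 active means activation more than six SD over the plate average, tested at 20 µM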;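 further: 0% = DMSO alone and 100% = apelin-13 at 10 nM; some results filed as inactive read as strong as hits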
#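 Assay system: CHO-K1 APJ beta-arrestin complementation cell line / Compound: single test compound dose, 20 µM final, 1% DMSO / Times: overnight seeding, 90 min compound at 25 °C, 1 h detection / Technique: beta-gal luminescence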
# Mdm2-MdmX inh: inhibitors of human Mdm2-MdmX association, primary screen, cell-based, luminescence, split luciferase, SaOS-2, uHTS. 330,000 tested, 3% active. SaOS-2 split-luciferase Mdm2/MdmX complementation. inhibition, % at 8 µM. Protein Mdm4 (Homo sapiens) + E3 ubiquitin-protein ligase Mdm2 (Homo sapiens), …;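 active means inhibition of at least 50% at 8 µM in the primary screen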
# UPR XBP1 act: activators of adaptive XBP1 UPR arm, primary screen, cell-based, CHO-XBP1 luciferase reporter, luminescence, uHTS. IRE1-XBP1 UPR activation; percent of tunicamycin response, DMSO as zero. activation, % at 20 µM. 330,000 tested, 0.33% active;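 active means versus positive control, 20 µM dose yields 30% or more activation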;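 further: 100% = tunicamycin at 10 µg/mL and 0% = DMSO only wells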
#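 Signal: luciferase luminescence; Assay system: CHO-XBP1 luciferase reporter cells; Amount: one thousand reporter cells per well; Dosing: 20 µM single concentration, DMSO 1%; Benchmarks: high control tunicamycin 10 µg/mL final, low control DMSO vehicle only; Schedule: 6 h compound exposure at 37 °C, 5% CO2; Evaluation: percent activation relative to tunicamycin reference.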
# CXCR6 inh: CXCR6 receptor inhibitors, primary screen, cell-based, beta-arrestin, luminescence, CHO-K1 PathHunter, 1536-well; inhibition, % at 20 µM; 360,000 tested, 0.36% active; AID 602244, 2012; in the data active means inhibition above about 34%, passing the limit was not always enough;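 further: antagonist mode with CXCL16 agonist at 10 nM final; 0% = 10 nM CXCL16 with DMSO and 100% = unstimulated wells without agonist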
# Target sequence (O00574 whole entry, looked up): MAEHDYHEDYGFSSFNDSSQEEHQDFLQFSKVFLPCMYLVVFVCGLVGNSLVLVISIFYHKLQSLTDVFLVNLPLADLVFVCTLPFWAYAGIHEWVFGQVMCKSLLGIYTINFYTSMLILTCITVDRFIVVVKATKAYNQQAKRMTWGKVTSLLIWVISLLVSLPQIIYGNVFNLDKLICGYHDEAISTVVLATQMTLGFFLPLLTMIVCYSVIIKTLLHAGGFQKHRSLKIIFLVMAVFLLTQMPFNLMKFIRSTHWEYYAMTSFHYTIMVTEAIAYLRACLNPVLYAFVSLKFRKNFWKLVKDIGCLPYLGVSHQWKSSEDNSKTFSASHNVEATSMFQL
# EBI2 block: EBI2 receptor antagonists, beta-arrestin recruitment, primary screen, cell-based, luminescence, 7a,25-OHC stimulation, uHTS; G-protein coupled receptor 183 (Homo sapiens), P32249; 7a,25-OHC stimulated; inhibition, % at 5 µM; 360,000 tested, 0.81% active; in the data active means inhibition above about 38%;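 further: enzyme fragment complementation signal reports receptor beta-arrestin coupling in cells; 0% = agonist plus DMSO wells and 100% = wells without agonist; some results beyond the cut were filed as inactive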
# Target sequence (P32249 whole entry, looked up, the tested form may be a part): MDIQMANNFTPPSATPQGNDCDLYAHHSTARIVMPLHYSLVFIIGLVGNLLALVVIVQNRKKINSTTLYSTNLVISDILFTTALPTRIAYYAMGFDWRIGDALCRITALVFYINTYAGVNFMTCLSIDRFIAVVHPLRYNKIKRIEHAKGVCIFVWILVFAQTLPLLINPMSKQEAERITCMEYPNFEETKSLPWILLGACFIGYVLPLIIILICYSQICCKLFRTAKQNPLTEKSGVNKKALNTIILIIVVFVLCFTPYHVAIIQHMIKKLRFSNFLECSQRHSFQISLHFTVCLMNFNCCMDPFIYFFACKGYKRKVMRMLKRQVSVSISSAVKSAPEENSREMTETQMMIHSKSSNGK
# APJ antagonist: antagonists of human apelin receptor APJ, primary screen, CHO-K1 cells, beta-arrestin complementation, luminescence; P35414; inhibition, % at 20 µM; 330,000 tested, 0.32% active;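 active means inhibition above about 40% at 20 µM, limit read from the data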;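 further: cells challenged with 10 nM apelin-13 agonist together with compound; plate controls were apelin-13 plus DMSO wells for no effect and DMSO wells lacking apelin-13 for full effect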
# CCR6 antagonist: CCR6 receptor antagonists, primary screen, cell-based, CHO-K1, luminescence, beta-arrestin, uHTS | C-C chemokine receptor type 6 (Homo sapiens), P51684 | CHO-K1 CCR6 PathHunter beta-arrestin, CCL20-stimulated | inhibition, % at 20 µM | 340,000 tested, 0.49% active;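 active means compounds whose inhibition of the agonist-driven luminescence signal at 20 µM reaches about 50%, limit read from the data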;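 further: cells stimulated with CCL20 at 14 nM final; plate controls were DMSO with CCL20 for no effect and DMSO without agonist for full effect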
# Target sequence (P51684 whole entry, looked up): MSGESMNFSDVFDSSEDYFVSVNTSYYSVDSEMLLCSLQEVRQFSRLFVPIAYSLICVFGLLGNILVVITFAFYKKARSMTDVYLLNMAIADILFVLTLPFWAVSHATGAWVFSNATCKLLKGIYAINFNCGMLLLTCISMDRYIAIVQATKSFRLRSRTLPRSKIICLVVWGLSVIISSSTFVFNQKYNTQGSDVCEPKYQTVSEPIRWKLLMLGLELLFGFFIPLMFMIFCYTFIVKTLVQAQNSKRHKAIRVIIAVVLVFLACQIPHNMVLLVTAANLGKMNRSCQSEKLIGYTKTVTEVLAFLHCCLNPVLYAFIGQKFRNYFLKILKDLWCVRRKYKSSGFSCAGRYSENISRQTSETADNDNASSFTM
# * = called active by the depositor; & = joins results of further samples. This is a subset; count on the stated rates, not on these rows.
SMILES,UPR CHOP act,tim23-1 inh,APJ agonist,Mdm2-MdmX inh,UPR XBP1 act,CXCR6 inh,EBI2 block,APJ antagonist,CCR6 antagonist
COc1cc2c(cc1OC)C(c1ccc(C)o1)CC(=O)N2 (stereo unspecified),-0.9,6.2,-1.7,22.1,-0.5,-2.1,-3.6,-1.7,4.9
O=C(c1ccco1)N1CCN(S(=O)(=O)c2ccc3c(c2)CCN3C(=O)C2CCC2)CC1,0.8,21.8,-2.2,-8.4,-3.3,-12.3,-10.7,3.5,4.0
COc1ccc(N2C(=O)C(C)C(Cc3ccc(C)cc3)C2=O)cc1 (stereo unspecified),3.1,30.2,-2.0,2.8,1.7,-10.5,-4.9,8.6,7.7
Cc1cc(NC(=O)CSc2nc3cc(Cl)ccc3o2)no1,2.4,-0.5,-1.4,35.0,0.3,12.3,1.2,29.2,18.6
C=CCn1c(SCCOc2ccc(OC)cc2)nnc1C(C)NC(=O)c1ccc(OC)cc1 (stereo unspecified),0.9,17.9,1.7,1.2,-0.5,2.0,0.0,4.4,-0.8
COCCN(CCOC)S(=O)(=O)c1ccc(C(=O)Nc2sc3c(c2C(N)=O)CCCCC3)cc1,5.7,9.1,1.7,81.9*,19.2,4.1,9.9,32.0,13.7
CC(=O)NC(Cc1ccccc1F)C(=O)NC1CCN(C(=O)Nc2ccc(C)cc2)CC1 (stereo unspecified),-0.3,-4.8,-0.2,7.7,-8.1,-1.1,5.2,-6.7,-11.2
CCCNS(=O)(=O)c1cccc(C(=O)OCc2cc(=O)oc3cc(OC)ccc23)c1,7.7,25.7,7.7,69.7*,27.5,-15.7,-1.4,-21.2,5.1
COC(=O)c1ccc(/C=C(\C#N)c2ccccn2)cc1,2.4,22.8,-2.9,-140.3,8.9,6.2,14.0,-11.0,20.9
COC(=O)c1nc2nc(-c3cccs3)cc(C(F)(F)F)n2n1,-1.4,-6.7,-2.9,-4.8,0.8,2.2,2.4,2.2,-2.0
Cc1cc(OC(=O)c2ccc(S(=O)(=O)N(C)C)cc2)cc(=O)o1,0.7,7.5,0.7,14.9,-2.8,-4.6,0.0,2.5,5.9
O=S(=O)(Nc1ncccn1)c1ccc(NS(=O)(=O)c2cc(Cl)ccc2Cl)cc1,-0.4,-2.4,-2.8,13.8,-1.7,1.7,-2.0,2.6,-4.4
COc1cccc(-n2c(CN3CCN(c4cccc(C)c4)C(C)C3)nc3ccc([N+](=O)[O-])cc3c2=O)c1 (stereo unspecified),1.3,25.5,5.3,-10.9,-2.1,1.3,16.7,-0.8,8.7
COc1ccc(C2C(=O)N(C3CCCCC3)CC(=O)N2Cc2ccc3c(c2)OCO3)cc1 (stereo unspecified),4.9,35.3,3.7,8.8,-0.6,-5.3,-5.7,-36.5,3.8
CC1N(O)C(c2ccc(Cl)cc2Cl)N(O)C1(C)C (stereo unspecified),-2.0,-5.7,-0.7,9.3,-1.0,4.0,-3.2,-4.5,46.5

# Reprinted from the part before: four compounds, followed by the next part.
SMILES,UPR CHOP act,tim23-1 inh,APJ agonist,Mdm2-MdmX inh,UPR XBP1 act,CXCR6 inh,EBI2 block,APJ antagonist,CCR6 antagonist
O=S(=O)(Nc1ncccn1)c1ccc(NS(=O)(=O)c2cc(Cl)ccc2Cl)cc1,-0.4,-2.4,-2.8,13.8,-1.7,1.7,-2.0,2.6,-4.4
COc1cccc(-n2c(CN3CCN(c4cccc(C)c4)C(C)C3)nc3ccc([N+](=O)[O-])cc3c2=O)c1 (stereo unspecified),1.3,25.5,5.3,-10.9,-2.1,1.3,16.7,-0.8,8.7
COc1ccc(C2C(=O)N(C3CCCCC3)CC(=O)N2Cc2ccc3c(c2)OCO3)cc1 (stereo unspecified),4.9,35.3,3.7,8.8,-0.6,-5.3,-5.7,-36.5,3.8
CC1N(O)C(c2ccc(Cl)cc2Cl)N(O)C1(C)C (stereo unspecified),-2.0,-5.7,-0.7,9.3,-1.0,4.0,-3.2,-4.5,46.5
CC(C)Oc1ccc(C(=O)NCc2ccco2)cc1,0.0,18.9,1.3,25.0,1.9,1.1,6.5,1.3,-9.6
O=C(Nc1ccccc1N1CCOCC1)c1ccco1,0.2,-1.5,-1.7,22.8,-2.6,-14.4,-9.6,14.4,11.5
O=C1CC(c2ccccc2)CC(O)=C1C=NCCN1CCOCC1 (stereo unspecified),-2.3,-6.4,-1.9,16.9,-3.7,2.8,-3.1,12.2,-9.6
CC(=O)c1cccc(N2C(=NC(=O)CCc3ccccc3)SC3CS(=O)(=O)CC32)c1 (stereo unspecified),2.8,9.0,2.5,3.8,-2.2,-3.2,-2.1,2.8,-10.4
Cc1ccc(C(C)(C)C)c(SCC(=O)Nc2nnc(C)s2)c1,0.6,-8.6,-0.1,37.8,-7.5,6.3,-4.8,8.9,6.5
Cc1ccc2cc(CN(C)C(=O)C3CCCO3)c(=O)[nH]c2c1 (stereo unspecified),0.8,8.7,0.7,-3.2,-1.0,3.8,10.2,-14.0,-2.1
CN(C)C(=O)/C(=C\c1ccc(-c2cccc([N+](=O)[O-])c2)o1)NC(=O)c1ccccc1,-0.4,32.6,-1.9,20.5,-1.2,-1.6,-2.1,6.4,23.1
CN(C)/C=N/c1nc2nccc(-c3ccccn3)n2n1,-0.5,13.6,-1.2,7.9,-0.3,2.8,-7.8,10.2,-4.4
CCC1CN(C(=O)N2CCC(C(=O)NCc3ccc(C)o3)CC2)c2cc(C)ccc2O1 (stereo unspecified),-1.5,4.8,1.1,15.0,-4.3,4.8,1.0,6.5,7.4
COC(=O)/C=C/c1cc(F)ccc1S(=O)(=O)NC(C)(C)C,1.0,18.7,9.7,23.7,0.4,4.0,1.0,-45.1,16.4
COc1ccc2c(ccn2S(=O)(=O)c2ccccc2)c1,1.2,20.8,-4.1,-4.5,-2.8,10.0,0.6,3.0,11.6
CCOC(=O)C(=Cc1ccc(-n2ccnc2)cc1)C(=O)OCC,188.2*,37.8,-3.2,29.7,-4.3,37.1,27.8,34.0,44.7
O=C1NC(=S)N/C1=C/c1ccc2ccccc2c1,2.3,7.3,2.3,-6.9,4.1,-2.0,-2.7,-2.0,7.7
CCOCCCN(C(=O)c1snc(C(N)=O)c1N)C(C(=O)NC(C)(C)C)c1ccc(Cl)cc1 (stereo unspecified),3.5,12.0,-0.3,-13.8,-0.7,1.9,14.1,-4.7,3.9
Cc1nn2c(-c3ccc(F)cc3)ccnc2c1Br,0.5,21.3,-0.2,-24.0,3.0,6.3,-3.4,18.7,7.7
COc1ccc(-n2nc(N)c(C(N)=O)n2)cc1,0.2,11.3,0.8,0.9,-0.1,3.8,-21.0,3.5,1.1
COc1ccc(N(CC(=O)NC2CCCCC2)C(=O)CNC(=O)c2cccs2)cc1,-1.1,3.8,-1.2,22.9,-0.2,-3.9,8.8,9.7,9.9
CC(C)CNS(=O)(=O)c1ccc(S(=O)(=O)N2CCN(CCC#N)CC2)cc1,-0.8,6.4,-3.2,6.1,-0.5,5.3,-6.6,-44.1,19.1
CC1CCc2c(sc3nc4n(c(=O)c23)CCS4)C1 (stereo unspecified),6.9,38.1,0.5,-45.6,1.6,-15.2,3.4,-7.1,9.8
Cc1cccc2sc(N3CCN(C(=O)c4cccs4)CC3)nc12,3.0,11.3,-3.9,1.9,-2.1,-3.4,-2.4,-3.1,4.3
CC1=CC(C)(C)Nc2ccccc21,0.8&1.4,-18.0&0.0,-0.8&0.0,1.3&18.8,-4.1&-1.5,2.9&-9.1,-0.9&6.9,0.2&12.6,2.7&14.1
CSc1nc(C)cc(OCC(=O)N/N=C/c2ccccc2O)n1,0.0,9.3,-3.7,57.9*,-2.5,-0.4,-3.0,-9.0,-7.5
COc1ccc(-c2noc(CNC(=O)Nc3ccc(F)cc3)n2)cc1,-0.1,-2.6,-2.1,-5.3,0.1,1.6,-13.8,15.2,6.5
CCOc1ccccc1C(=O)NCC(=O)OCc1csc(CC(=O)Nc2ccc(C)cc2)n1,0.3,28.6,0.4,-21.3,-3.3,-6.5,0.6,7.7,6.4
CN(C)C(=O)c1ccc(=O)n(Cc2ccc(Cl)cc2Cl)c1,0.9,-3.9,-4.0,-5.1,-0.9,3.9,-6.0,8.9,-1.1
CC(=O)c1ccc(N(CC(=O)NC2CCS(=O)(=O)C2)S(=O)(=O)c2ccc(Cl)cc2)cc1 (stereo unspecified),1.7,-6.2,1.8,-3.0,-2.0,-10.4,5.7,-23.2,5.2
CC(C)(C)n1nnnc1CN1CCN(C(c2ccccc2)c2ccccc2)CC1,0.2,-11.3,-6.2,6.5,-2.4,0.3,9.7,-6.7,4.1
COc1ccc(NC(=O)NN2CCN(C)CC2)cc1OC,0.1,-3.3,-4.8,8.2,-2.9,-5.7,7.1,-56.1,10.5
O=C(NNC(=O)c1cc2ccccc2oc1=O)c1ccccc1,4.2,-0.9,-1.3,5.2,-2.8,-2.1,3.2,-13.3,3.1

# Full records from above. Values in the order: UPR CHOP act | tim23-1 inh | APJ agonist | Mdm2-MdmX inh | UPR XBP1 act | CXCR6 inh | EBI2 block | APJ antagonist | CCR6 antagonist
# Profile of CC(=O)c1ccc(N(CC(=O)NC2CCS(=O)(=O)C2)S(=O)(=O)c2ccc(Cl)cc2)cc1 (stereo unspecified) → 1.7 | -6.2 | 1.8 | -3.0 | -2.0 | -10.4 | 5.7 | -23.2 | 5.2
# Profile of O=C(NNC(=O)c1cc2ccccc2oc1=O)c1ccccc1 → 4.2 | -0.9 | -1.3 | 5.2 | -2.8 | -2.1 | 3.2 | -13.3 | 3.1
# Profile of CSc1nc(C)cc(OCC(=O)N/N=C/c2ccccc2O)n1 → 0.0 | 9.3 | -3.7 | 57.9* | -2.5 | -0.4 | -3.0 | -9.0 | -7.5
# Profile of COc1ccc(N(CC(=O)NC2CCCCC2)C(=O)CNC(=O)c2cccs2)cc1 → -1.1 | 3.8 | -1.2 | 22.9 | -0.2 | -3.9 | 8.8 | 9.7 | 9.9
# Profile of CC1=CC(C)(C)Nc2ccccc21 → 0.8&1.4 | -18.0&0.0 | -0.8&0.0 | 1.3&18.8 | -4.1&-1.5 | 2.9&-9.1 | -0.9&6.9 | 0.2&12.6 | 2.7&14.1
